Lipid droplet: modulators of hepatic lipid droplet formation | AML12 mouse hepatocytes, oleate lipid droplets, BODIPY imaging | inhibition, % at 6.5 µM | 240,000 tested, 0.4% active | AID 1656;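 active = lipid droplet intensity inhibited by at least 50%, with more than 500 cells counted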
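Technique: fluorescence imaging, 20x objective, two fields per well / Assay system: AML12 hepatocytes (mouse) / Measure: % inhibition of lipid droplet signal / Doses: 6.5 µM single-point dosing / Incubation: overnight exposure / Reagent: 100 µM oleic acid challenge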
T cell HTS: T cell immune modulators affecting CD8 T cell-vesicle binding. 2C CD8+ T cell-vesicle binding, flow cytometry; active compounds read low. 330,000 tested, 0.068% active. calls only at 7 µM;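 active = response, share of CD8 T cells binding vesicles, and their 90th percentile fluorescence all below set limits, cut at about 80% in these data, passing the limit was not always enough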
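Assay system – 2C mouse CD8+ T cells · Also added – QL9-loaded Drosophila micro-vesicles · Timing – Cell–vesicle co-incubation 1.5 h at 37 °C, staining 20 min on ice · Signal – flow cytometry of vesicle-bound cells · Measure – percent CD8+ FL2 mean versus row control · Controls – Peptide-free naked vesicles (low) and QL9 vesicles with 0.7% DMSO vehicle (high)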
Lipid droplet cells 6.5 µM: also measured in Lipid droplet; calls as there; cell count; measured here: cell count, cytotoxicity flag;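 cells counted across two imaged fields per well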
T cell HTS vesicle-bound %: second read-out of T cell HTS, no call of its own (marks repeat the call); double positive events, %; measured here: CD8+ vesicle-bound cell fraction;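 binding gate set so that unloaded-vesicle control wells show 10% double positive cells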
Numbers without * were called inactive; i = inactive. The list is partial (hit frequency here may not be typical).

Structure | T cell HTS | Lipid droplet cells 6.5 µM | Lipid droplet | T cell HTS vesicle-bound %
O=C(NCc1ccc(Cl)cc1)C(=O)NCC1OCCCN1S(=O)(=O)c1cccs1 (stereo unspecified) | i | 605 | -32 | 13
Cc1ccc(CN(C)C(=O)c2c(C)nn(-c3ccccc3)c2C)cc1 | i | 732 | -6 | 43
CCN(CC(=O)N1CCCC1)S(=O)(=O)c1ccc2ccccc2c1 | i | 804 | -14 | 59
Cc1nc2c3ccccc3nc(NNC(=O)CCC(=O)N3CCN(c4ccc(F)cc4)CC3)n2n1 | i | 782 | 0 | 4
CCCCc1c(C)nc2nc(SCc3ccc(Cl)cc3)[nH]n2c1=O | i | 673 | -7 | 16
O=C(CCNS(=O)(=O)c1ccccc1)N1CCN(c2ccccc2)CC1 | i | 821 | -9 | 35
Cc1cccc(C)c1OCc1cc(C(=O)N2CCC(c3ccccc3)CC2)no1 | i | 732 | -26 | 70
Cc1ccc(C)c(N(CC(=O)NCC2CCCO2)C(=O)CCC(=O)Nc2nccs2)c1 (stereo unspecified) | i | 773 | -1 | 12
Cc1cc(C)c(C)c(OCC(=O)O/N=C(\N)c2ccncc2)c1 | i | 786 | -11 | 14
Cc1ccc2c(cnn2C(=O)CCC(=O)NC2CCCCC2)c1 | i | 705 | 15 | 26
CCOC(=O)N1CCN(C(=O)COC(=O)Cc2ccc(OC)cc2)CC1 | i | 775 | 10 | 24
O=C(N1CCOCC1)C1(S(=O)(=O)c2ccccc2)CC=CC1 | i | 774 | 1 | 22
O=C(NC(C1CC1)C1CC1)C1CCC(=O)N(CCCN2CCCC2=O)C1 (stereo unspecified) | i | 732 | -1 | 44
COc1ccc(OCc2cc(C(=O)N3CCCCCCC3)no2)c(Cl)c1 | i | 816 | -11 | 63
O=C(Nc1ccccc1C(=O)N1CCCCCC1)c1cccc([N+](=O)[O-])c1 | i | 654 | -12 | 17
C/C(CC(=O)Nc1cccc2c1CCCC2)=N\NC(=O)Cc1ccccc1 | i | 702 | 2 | 11
COc1ccc(CCNC(=S)N2CCN(S(=O)(=O)c3ccc(Cl)cc3)CC2)cc1 | i | 655 | -2 | 61
CCN(c1ccc(NC(=O)c2cccc(S(=O)(=O)N3CCN(C)CC3)c2)cc1)C(C)C | i | 724 | -25 | 61
CCCN(C(=O)CSc1nnnn1-c1ccccc1OC)C1CCS(=O)(=O)C1 (stereo unspecified) | i | 803 | -2 | 60
CCN1CCCC1CNS(=O)(=O)c1c(C)cc(C)cc1C (stereo unspecified) | i | 812 | -3 | 22
O=C(Nc1ccc(C(=O)N2CCOCC2)cc1)Nc1cccc(C(F)(F)F)c1 | i | 686 | 3 | 11
CCOC(=O)N1CCN(C(=O)CSc2nc3c([nH]c4ccccc43)c(=O)n2CC)CC1 | i | 848 | -32 | 65
CCOc1ccc2ccccc2c1/C=N/NC(=O)c1ccc(C)nc1 | i | 822 | 2 | 65
COc1ccccc1CN(C)C(=O)c1cnc(C)cn1 | i | 805 | -8 | 35
COc1ccc(CCNC(=O)C2CCN(S(=O)(=O)c3ccc4c(c3)oc(=O)n4C)CC2)cc1OC | i | 754 | 10 | 39
CSc1ccccc1NC(=O)CSc1nnc(COc2ccccc2)o1 | i | 740 | -6 | 39
Cn1ccsc1=NC(=O)c1ccc(S(C)(=O)=O)cc1 | i | 725 | -4 | 31
COc1ccc2c(c1)cc1c(=O)n(CC(=O)NC(C)CCc3ccccc3)nc(C)n12 (stereo unspecified) | i | 744 | -3 | 8
CS(=O)(=O)c1ccc(N2CCN(c3ccccn3)CC2)c([N+](=O)[O-])c1 | i | 792 | -4 | 42
COC(=O)c1sccc1NC(=O)Nc1ccccc1Cl | i | 692 | -20 | 26
O=C(COc1ccccc1)N(Cc1cccc(F)c1)C1CCS(=O)(=O)C1 (stereo unspecified) | i | 652 | 5 | 44
CC(=O)Oc1cc(O)c2c(c1)OC(c1ccc(OC(C)=O)c(OC(C)=O)c1)C(OC(C)=O)C2=O (stereo unspecified) | i | 799 | -16 | 15
COc1ccccc1CN1CC(C(=O)NC2(c3ccccc3)CC2)CCC1=O (stereo unspecified) | i | 809 | 6 | 8
O=C(NCCCCc1ccccc1)Nc1cccc(F)c1 | i | 839 | -4 | 6
Cc1ccc(NC(=O)Nc2ccc3c(c2)CCC3)cc1 | i | 705 | -4 | 60
Cc1ccc(S(=O)(=O)NCC(=O)N(CC(=O)NCc2ccco2)C2CCCC2)cc1 | i | 841 | 8 | 22
O=C(O)c1ccccc1C(=O)NCCCn1ccnc1 | i | 792 | 0 | 54
COc1ccc(-n2nc(C(=O)NCC(=O)NCCCN3CC(C)CC(C)C3)c3ccccc3c2=O)cc1 (stereo unspecified) | i | 688 | -28 | 35
CCN(CC)C(=O)COc1coc(CN2CCN(c3ccccc3)CC2)cc1=O | i | 667 | -17 | 13
Cc1ccc(C(=O)Nc2ccc(NC(=O)c3ccc(C)o3)cc2)o1 | i | 832 | 18 | 42
COc1ccc(NC(=O)CSc2nc3sc(C)cc3c(=O)n2C)cc1 | i | 813 | -4 | 28
CC1CCN(C(=O)CSc2nnc(CNC(=O)c3ccc(S(=O)(=O)N(C)C)cc3)o2)CC1 | i | 861 | 3 | 6
CC(=Nc1ccccc1C(F)(F)F)c1ccncc1 | i | 617 | -28 | 16
COc1ccc(CNC(=O)CNC(=O)c2ccc(Br)o2)cc1OC | i | 693 | 9 | 67
COc1cc(NS(=O)(=O)c2ccc(NC(=O)/C=C/C(=O)O)cc2)nc(OC)n1 | i | 778 | -2 | 54

The final two entries of the part above are carried over, then new ones follow:
Structure | T cell HTS | Lipid droplet cells 6.5 µM | Lipid droplet | T cell HTS vesicle-bound %
COc1ccc(CNC(=O)CNC(=O)c2ccc(Br)o2)cc1OC | i | 693 | 9 | 67
COc1cc(NS(=O)(=O)c2ccc(NC(=O)/C=C/C(=O)O)cc2)nc(OC)n1 | i | 778 | -2 | 54
N#Cc1cccc(NC(=O)CSc2sc3c(O)cc(=O)[nH]c3c2C#N)c1 | i | 738 | -6 | 22
O=C(Nc1cccc(Cl)c1)Nc1ccc2nccnc2c1 | i | 727 | 2 | 8
CCNC(=O)C(=O)NCC(c1ccc2c(c1)OCO2)N1CCOCC1 (stereo unspecified) | i | 797 | 12 | 44
CNC(=S)N(CCc1c(C)[nH]c2ccc(OC)cc12)Cc1ccco1 | i | 810 | 0 | 61
C[C@]12C(=O)N(c3ccc(C(F)(F)F)cc3)C(=O)N1[C@@H]1c3ccccc3OC[C@@H]1[C@H]2c1ccccc1 | i | 772 | -8 | 39
CC(C)Cn1c(=O)c2c(nc3n2CC(C)CN3Cc2ccccc2)n(C)c1=O (stereo unspecified) | i | 767 | -2 | 26
O=C(CSc1nncc2ccccc12)Nc1ccc(C(=O)O)cc1 | i | 739 | -24 | 1
COc1cccc(CN(C)C(=O)c2cc(-c3ccc(OC)c(OC)c3)nc3ccccc23)c1 | i | 663 | -14 | 17
CCCc1cc(Nc2ccccc2)n2ncnc2n1 | i | 813 | 7 | 60
O=C(O)C1Nc2c(Cl)cc(Cl)cc2C2C=CCC12 (stereo unspecified) | i | 813 | 13 | 57
CCCCN(C)C(=O)C1CCN(Cc2cccnc2)CC1 | i | 850 | 7 | 33
Cc1nc(C)c(-c2ccc(SCC(=O)Nc3ccc(C)c(Cl)c3)nn2)s1 | i | 707 | 2 | 11
CCn1c(SCC(=O)Nc2ccc(OC)c(OC)c2)nnc1-c1cnccn1 | i | 753 | -10 | 5
Cn1ncc2c(Nc3ccc(Cl)cc3)ncnc21 | i | 766 | 16 | 28
CN(CCC(=O)c1ccccc1)CCC(=O)c1ccccc1 | i | 829 | -15 | 26
COc1ccc(N(CC(=O)NCc2ccc(F)cc2)S(=O)(=O)c2c(C)noc2C)cc1 | i | 644 | -25 | 11
Cc1ccc(-n2nc3c(=O)n(CC(=O)NCCc4cccs4)nc(C)c3c2C)cc1 | i | 677 | -6 | 37
Cc1cccc(-c2nc3c(c(SCC(=O)N4CCOCC4)n2)COC(C)(C)C3)c1 | i | 653 | 1 | 3
COc1ccc(Nc2c3c(nc4ccccc24)CCC3)c(OC)c1 | i | 826 | -7 | 30
CCOc1cc(/C=C2\C(=N)N3N=C(S(=O)(=O)CC)SC3=NC2=O)ccc1OC(=O)c1ccco1 | i | 643 | -9 | 52
O=C(Nc1cccc([N+](=O)[O-])c1)c1cc(S(=O)(=O)N2CCOCC2)cs1 | i | 662 | -18 | 11
COc1ccc(OC)c(CN2CCC(Cc3ccccc3)CC2)c1 | i | 752 | -5 | 14
COc1ccccc1NC(=O)Nc1ccccc1C#N | i | 863 | 26 | 64
O=C(c1ccccc1)N1CCN(C(=O)c2cc3nc(-c4ccccc4)cc(C(F)(F)F)n3n2)CC1 | i | 765 | -12 | 32
Cc1cccc(CN2CCC(C(=O)Nc3ccc(Oc4cccnc4)cc3)CC2)c1 | i | 821 | -3 | 63
COc1ccc(CN(CC(=O)NCc2ccc(F)cc2)C(=O)c2csnn2)cc1 | i | 755 | -1 | 14
O=C(Nc1cc([N+](=O)[O-])ccc1N1CCCC1)c1cccs1 | i | 792 | -14 | 7
COc1cc(N)c(Cl)cc1C(=O)OCC(=O)NC1CCCC1 | i | 819 | 27 | 15
O=C(CS(=O)(=O)c1cn(CC(=O)N2CCCC2)c2ccccc12)Nc1ccccc1 | i | 701 | -9 | 7
O=C(CN1C(=O)C2C3CCC(C3)C2C1=O)OCC(=O)c1ccccc1 (stereo unspecified) | i | 824 | 6 | 31
c1ccc(C2Nc3cccc4cccc(c34)N2)cc1 | i | 805 | -8 | 53
Cc1c(C(=O)N2CCCC2)oc2c1-c1nn(CC(=O)NCCCOC(C)C)cc1CC2 | i | 661 | -5 | 49
CCOCCCNC(=O)C1(O)c2ccccc2NC(=O)N1c1ccc(C)c(C)c1 (stereo unspecified) | i | 422 | 3 | 32
CCCc1cc(=O)oc2c(C)c(OC(C)C(=O)NCC(O)c3ccccc3)ccc12 (stereo unspecified) | i | 736 | -1 | 37
CCn1c(CN2CCOCC2)nnc1SCC(=O)Nc1ccc(C)cc1 | i | 827 | 0 | 65
Cc1cc(F)ccc1S(=O)(=O)N1CCCOC1CNC(=O)C(=O)NC1CCCC1 (stereo unspecified) | i | 649 | -2 | 6
CC(=O)C1=C(O)C(=O)N(Cc2ccccc2)C1c1ccc(Br)cc1 (stereo unspecified) | i | 798 | 3 | 30
NNC(=O)CN1C(=O)Nc2ccc(Cl)cc2C1c1ccccc1 (stereo unspecified) | i | 826 | -3 | 52
COc1ccc(NC(=O)CCCC2CCCCC2)c(OC)c1 | i | 716 | -2 | 3
COc1ccc(NC(=O)Cc2nnc(SCC(=O)NC3CCCC3)n2C)cc1 | i | 768 | 5 | 17
Cc1nnc2c(NCCc3ccccc3)nc3ccccc3n12 | i | 837 | -6 | 30
CCc1nn(CC(=O)NCCc2ccc(Cl)cc2)c(=O)c2cccn12 | i | 695 | -26 | 10
NC(=O)CC(NC(=O)c1cccc(Br)c1)c1ccc(NC2CCN(Cc3ccccc3)CC2)c([N+](=O)[O-])c1 (stereo unspecified) | i | 767 | -2 | 22
O=C(NCCN1CCOCC1)C(=O)NCC1OCCN1S(=O)(=O)c1ccc(Br)cc1 (stereo unspecified) | i | 859 | 4 | 14
Cc1cc(C)c2c(CN3CCCCC3C)cc(=O)oc2c1 (stereo unspecified) | i | 798 | -12 | 24
O=C(NCc1ccc2c(c1)OCO2)c1cc(COc2c(F)cccc2F)on1 | i | 844 | 14 | 28
COc1ccc(-c2noc(N3CCCC(C(=O)Nc4ccc(C(C)=O)cc4)C3)n2)cc1 (stereo unspecified) | i | 621 | 2 | 12
COc1ccc(C)cc1NC(=O)CCc1c(C)nn(-c2ccc(N3CCCCC3)nn2)c1C | i | 761 | 0 | 5
Cc1csc(NC(=O)CSc2nccn2C)n1 | i | 831 | 4 | 8
O=C(NC1CC1)c1ccc(NS(=O)(=O)c2ccccc2)cc1 | i | 845 | -2 | 18
CCOc1ccc2ccccc2c1/C=N\NC(=O)c1ccc([N+](=O)[O-])cc1 | i | 780 | -17 | 24
Cc1cccc(C(=O)Nc2ccc(S(=O)(=O)N3CCOCC3)cc2)c1[N+](=O)[O-] | i | 835 | 15 | 52
Cc1ccccc1C(=O)N1CC(=O)Nc2ccc(F)cc2C1c1ccccc1 (stereo unspecified) | i | 830 | -27 | 63
O=C(COc1ccccc1Cl)NCCCNC(=O)c1ccncc1 | i | 728 | -12 | 44
Cc1ccc(-c2nc3ncccc3n2O)cc1 | i | 420 | 21 | 14
COc1ccc(NC(=S)NC23CC4CC(CC(C4)C2)C3)cc1OC | i | 655 | -2 | 63
Cc1cccc(C(=O)NCC(C)NC(=O)c2cccc(C)c2)c1 (stereo unspecified) | i | 768 | -3 | 60
CCOc1ccc(CN2CCN(Cc3ccc4cc(F)ccc4n3)CC2CCO)cc1 (stereo unspecified) | i | 772 | 3 | 57

A draw from above in order of molecular weight, smallest number first.
Structure | T cell HTS | Lipid droplet cells 6.5 µM | Lipid droplet | T cell HTS vesicle-bound %
Cc1cccc(C(=O)NCC(C)NC(=O)c2cccc(C)c2)c1 (stereo unspecified) | i | 768 | -3 | 60
O=C(COc1ccccc1Cl)NCCCNC(=O)c1ccncc1 | i | 728 | -12 | 44
CCOc1ccc2ccccc2c1/C=N\NC(=O)c1ccc([N+](=O)[O-])cc1 | i | 780 | -17 | 24
COc1ccc(C)cc1NC(=O)CCc1c(C)nn(-c2ccc(N3CCCCC3)nn2)c1C | i | 761 | 0 | 5
